E-sel TNF inh: E-selectin induction blockers in HUVEC – imaging, immunofluorescence, high content, primary screen; 0.71% of 120,000 active; inhibition, % at 2 µM; HUVEC TNFa-induced E-selectin immunofluorescence;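 active = inhibition above the batch mean plus 3 SD, and confirmed as a hit on visual image review, cut at about 43% in these data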;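 also: 0% = TNF-stimulated DMSO wells and 100% = unstimulated control wells; not every result past the cut was called active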
bCat KO growth: primary screen for growth suppressors in beta-catenin knockout HCT116 cells (colon tumor, human) | HCT116 beta-catenin knockout viability, CellTiter-Glo, 60 h; stronger effect = lower value | viability, % at 10 µM | 1.5% of 140,000 active | AID 818, 2007;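 active = viability at or under a set limit, the compound median less 4 SD, cut at about 6% in these data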;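 also: 0% = Hyamine 1622 control at 20 µM and 100% = untreated cell control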
GALR2 antag: GALR2 antagonists in receptor-expressing cells, primary screen; Galanin receptor type 2 (Homo sapiens), O43603; antagonist mode; inhibition, % at 4 µM; 0.39% of 140,000 active; in the data active = inhibition above about 27%;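 also: cells stimulated with galanin 1-16 at roughly its EC80; 0% = agonist challenge control and 100% = basal control without agonist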
Target sequence (O43603 whole entry, looked up): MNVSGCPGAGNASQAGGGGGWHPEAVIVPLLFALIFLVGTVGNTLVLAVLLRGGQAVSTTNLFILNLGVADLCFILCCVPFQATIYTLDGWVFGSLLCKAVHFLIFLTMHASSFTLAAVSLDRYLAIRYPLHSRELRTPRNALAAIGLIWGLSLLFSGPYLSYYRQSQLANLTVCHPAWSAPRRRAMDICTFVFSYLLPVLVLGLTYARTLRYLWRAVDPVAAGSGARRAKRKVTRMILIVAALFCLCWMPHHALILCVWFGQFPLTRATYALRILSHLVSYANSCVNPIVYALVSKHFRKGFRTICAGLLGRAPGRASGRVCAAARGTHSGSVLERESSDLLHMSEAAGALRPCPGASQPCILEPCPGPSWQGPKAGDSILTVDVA
Phagocyt inh: inhibitors of macrophage phagocytosis, primary screen, imaging, J774A.1 cells, IgG beads; inhibition, % at 5 µM; AID 1029, 2008; J774A.1 macrophage IgG-bead phagocytosis; 0.07% of 110,000 active;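 active = inhibition above the mean of the plate negative controls plus 5 SD, cut at about 13% in these data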;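 also: phagocytic index as fraction of beads internalized from green versus red external bead signal; plate controls were DMSO negative control for no effect and cytochalasin-D positive control for full effect; some results beyond the cut were filed as inactive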
Measles CPE: compounds protecting cells from measles virus cytopathic effect, primary screen, measles RdRp inhibitor project, single point, MLSMR library, absorbance; Measles virus-infected cells, CPE protection; protection (pct of control), % at 4 µM; 1.5% of 140,000 active; AID 841, 2007; in the data active = protection mostly above about 24%, no sharp cut-off; inactive = mostly below about 26%; also: some compounds called inactive have numbers as strong as hits
Yeast lifespan up: compounds extending yeast replicative lifespan, primary screen, S. cerevisiae, OD615; S. cerevisiae growth with nicotinamide; deaD strain in restrictive glucose medium; AID 775, 2007; inhibition of the nicotinamide effect, % at 10 µM; 0.68% of 130,000 active;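 active = inhibition above a set limit, placed 3 SD over the median of all compounds, cut at about 26% in these data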;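 also: 0% = nicotinamide-treated wells and 100% = cells grown without nicotinamide; some compounds called inactive have numbers as strong as hits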
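Assay system: DeaD-strain S. cerevisiae. Medium: CSMM-D glucose medium, restrictive. Reagent: nicotinamide, 1.5 mM, co-present with compound. Compound: 10 µM single point, 0.25% DMSO. Schedule: culture preincubation 4 h, compound exposure 48 h, both 30 °C. Detection: absorbance at 615 nm.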
MRP1 act: H69AR viability gain despite doxorubicin, primary screen, MRP-1 activator project, H69AR cells, CellTiter-Glo; 0.61% of 140,000 active; viability increase, % at 10 µM; viability rescue;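 active = viability gain under doxorubicin at or above a set limit, the compound median plus 3 SD, cut at about 4.7% in these data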;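 also: MRP-1 overexpressing cells given doxorubicin 25 µM after compound pretreatment; 18-22 h compound pretreatment then 72 h with doxorubicin before readout; 0% = doxorubicin-only wells and 100% = vehicle-treated cells without doxorubicin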
BB579 growth dn: growth inhibitors of yeast BB579 in restrictive medium, primary screen, yeast lifespan-shortening project, S. cerevisiae | OD615, 48 h | 0.51% of 140,000 active | inhibition, % at 10 µM | AID 804, 2007;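 active = inhibition above a set limit, 3 SD over the mean compound inhibition, cut at about 44% in these data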; also: inactives centre near -24
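Material: Saccharomyces cerevisiae DeaD strain BB579, replicative lifespan model yeast; buffer or medium: CSMM-D restrictive synthetic medium containing dextrose (glucose); compound: 10 µM single dose, DMSO 0.25%; timing: 48 h compound exposure at 30 °C after 4 h preincubation; signal: turbidity as optical density at 615 nm; benchmarks: positive control amphotericin B 10 µg/mL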
NPY Y2 blocker: NPY-Y2 receptor antagonists, primary screen, cell-based | AID 793, 2007 | NPY-Y2 expressing cells, antagonist mode | inhibition, % at 2.7 µM | Neuropeptide Y receptor type 2 (Homo sapiens), P49146 | 0.99% of 140,000 active; in the data active = inhibition above about 17%;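 also: 0% = vehicle with agonist challenge and 100% = reference antagonist with challenge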
Target sequence (P49146 whole entry, looked up): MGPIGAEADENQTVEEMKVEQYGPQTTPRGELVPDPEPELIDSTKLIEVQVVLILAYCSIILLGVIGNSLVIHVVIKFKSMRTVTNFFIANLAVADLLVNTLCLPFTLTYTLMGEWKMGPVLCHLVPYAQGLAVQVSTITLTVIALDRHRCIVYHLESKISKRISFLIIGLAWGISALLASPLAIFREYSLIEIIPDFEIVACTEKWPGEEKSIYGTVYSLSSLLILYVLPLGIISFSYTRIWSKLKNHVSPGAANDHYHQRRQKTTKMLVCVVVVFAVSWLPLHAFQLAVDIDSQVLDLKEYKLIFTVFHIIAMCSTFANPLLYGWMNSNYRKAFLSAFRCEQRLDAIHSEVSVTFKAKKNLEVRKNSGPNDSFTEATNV
PTEN del growth: growth suppression of PTEN-null HCT116, primary screen, cell-based, CellTiter-Glo. HCT116 PTEN-null viability, 60 h; stronger effect = lower value. viability, % at 10 µM. 1.2% of 140,000 active;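 active = viability at or below a set limit, 4 SD under the median of all tested compounds, cut at about 3.7% in these data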;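 also: PTEN knockout HCT116 line with beta catenin targeted HCT116 as companion control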
Starred values were filed as active, the others as inactive; · = not tested or not shown.

SMILES	E-sel TNF inh	bCat KO growth	GALR2 antag	Phagocyt inh	Measles CPE	Yeast lifespan up	MRP1 act	BB579 growth dn	NPY Y2 blocker	PTEN del growth
CC(=O)Nc1ccc(NC(=O)C2CCCN(c3nnc(-n4cccc4)s3)C2)cc1 (stereo unspecified)	9	100	4	-1	13	-12	-2.2	-6	-1	90
CC1(C)CC2CC(C)(CN2S(=O)(=O)c2ccc(C(=O)Nc3ccc(Cl)c(S(=O)(=O)N4CCOCC4)c3)cc2)C1 (stereo unspecified)	18	12	0	·	6	-10	-2.3	-20	-1	23
CN(c1ccccc1)S(=O)(=O)c1ccc(NC(=O)c2ccccc2)cc1	·	38	3	-4	1	-1	-1.3	-5	-2	59
CCCCCC(=O)N1CC2(C)CN(C(=O)CCCCC)CC(C)(C1)C2=O	6	94	-9	0	16	1	-0.4	-58	2	92
COc1ccc(CCNC(=O)c2nc3ncccn3n2)cc1OC	17	92	9	-2	2	-9	-0.7	-44	1	101
CCCn1c(N)c(Sc2ccccc2)c(=O)n(CCC)c1=O	21	95	-1	4	5	-9	-3.5	-35	3	90
CCOc1ccc(NC(=O)C2CCN(C(=O)NC3CCCCC3)CC2)cc1	14	87	9	·	4	·	0.9	-7	-1	97
OC1CN=C2C=CC=CN2C1 (stereo unspecified)	22	100	-1	·	9	-14	0.4	-32	7	90
CC1CCCN(c2ccc(C(=O)NCc3ccc4c(c3)OCO4)cc2[N+](=O)[O-])C1 (stereo unspecified)	·	84	-3	-4	17	4	0.0	-4	8	90
O=C(Nc1nnc(SCc2ccccc2)s1)c1cccc([N+](=O)[O-])c1	64*	97	5	-6	8	-9	1.2	-9	3	97
CC1=C(C(=O)NC2CCCCC2C)C2(CCC(C)CC2)OC1=O (stereo unspecified)	24	95	5	0	7	0	-0.5	-64	1	93
Fc1cccc(Cl)c1/C=N/Nc1c(Cl)cncc1Cl	7	78	-10	-5	13	0	-0.9	-85	5	80
NC(=O)c1oc2ccccc2c1NC(=O)C1CCCCC1	-16	88	4	-1	2	-3	-4.0	-39	0	84
COc1oc(-c2ccccc2C)nc1C(F)(F)F	8	89	-3	-3	21	-6	-0.7	-6	-2	98
COC(=O)CNC(=O)c1c(-c2c(Cl)cccc2Cl)noc1C	24	91	-7	-2	41*	-18	-2.9	-4	0	92
CCN1C(=O)C(CC(=O)Nc2cc(C)ccc2C)SC1=Nc1ccc(S(N)(=O)=O)cc1 (stereo unspecified)	·	50	2	0	2	-11	0.2	-44	-4	53
O=C(C1COc2ccccc2O1)N1CCN(c2ccccc2)CC1 (stereo unspecified)	·	99	15	0	6	-6	-1.4	-21	4	94
COc1ccc(C(=O)Nc2cccc(-c3nc4ncccc4o3)c2C)cc1OC	-47	88	2	·	17	-9	-0.8	-54	4	90
Clc1cccc(/C=N\Nc2nccs2)c1	0	71	9	0	12	-20	-2.6	-51	2	78
COC(=O)CCSCc1cn2cc(Cl)ccc2n1	-6	105	3	-1	2	-1	-3.2	-28	-1	98
CN(CCO)c1c2c(nc3cc(-c4cccc(F)c4)nn13)CCCC2	-8	74	20	-4	18	-3	-4.7	-16	2	62
COCCCNc1nc(-c2ccncc2)nc2ccccc12	5	98	-1	-3	4	-11	-3.0	-47	-1	95
COc1cc(C(=O)O/N=C2\C=CC(=O)C=C2C)cc(OC)c1OC	0	29	-6	2	27	0	-5.0	-7	0	27
CCc1cccc(CC)c1NC(=O)c1cccc(N)c1	11	93	-8	-1	7	-4	-1.0	-64	3	100
O=C(CCn1c2c(c3ccccc31)CCCC2)NNC(=O)c1ccccc1[N+](=O)[O-]	81*	84	-14	-11	9	-2	0.8	-42	0	79

Overlap with the part before: 2 entries; new compounds follow.
SMILES	E-sel TNF inh	bCat KO growth	GALR2 antag	Phagocyt inh	Measles CPE	Yeast lifespan up	MRP1 act	BB579 growth dn	NPY Y2 blocker	PTEN del growth
CCc1cccc(CC)c1NC(=O)c1cccc(N)c1	11	93	-8	-1	7	-4	-1.0	-64	3	100
O=C(CCn1c2c(c3ccccc31)CCCC2)NNC(=O)c1ccccc1[N+](=O)[O-]	81*	84	-14	-11	9	-2	0.8	-42	0	79
CCCCC1CCC(C(=O)NCc2ccc3c(c2)OCO3)CC1 (stereo unspecified)	-10	87	-7	-2	23	-4	-0.4	-14	2	87
Cc1c(/C=N/NC(=O)C(NC(=O)c2ccc3c(c2)OCO3)C(C)C)c2ccccc2n1C (stereo unspecified)	·	70	6	-5	7	-2	-1.8	-11	-2	81
O=C1OC(c2ccc(Cl)cc2)=N/C1=C\c1cccnc1	·	96	-5	·	11	21	0.8	-29	3	91
COc1ccccc1NC(=O)CSc1nnc(C)n1CC1CCCO1 (stereo unspecified)	25	99	3	·	4	·	-2.6	-40	-3	102
COc1cccc(CNC(=O)Nc2cccs2)c1	·	80	1	-2	44*	-7	-3.1	-18	1	89
Cc1cccc(C(=O)NCCN2CCN(c3ccccc3)CC2)c1	3	93	-8	-2	6	-20	0.2	-37	5	97
O=C(Oc1ccccc1)n1c(=S)oc2ccccc21	·	102	9	4	29	-12	3.6	-10	3	99
O=C(CSc1nc2ccccc2o1)NCc1ccco1	4	92	-3	-1	20	-35	-3.3	-29	-1	95
Cc1ccc(Cl)cc1N(Cc1ccc(C(=O)NCc2cccnc2)cc1)S(=O)(=O)c1ccccc1	-33	68	-17	0	7	-16	-6.1	12	1	64
CCOC(=O)c1cc(-c2ccccc2)n(CC(=O)Nc2ccc(OCC)cc2)c1C	26	98	-2	·	21	0	0.2	-15	2	98
Cc1ccc(Cn2nnc3c(=O)n(Cc4cc(C)ccc4C)cnc32)cc1	3	85	9	·	10	·	-1.7	-10	13	86
CC(C)CN1C(=O)c2ccc(C(=O)NCc3ccc4c(c3)OCO4)cc2C1=O	17	87	-4	·	1	15	-2.1	-42	2	91
O=C(O)CCc1nc2cccnc2n1Cc1ccccc1	·	95	9	0	6	-2	0.0	-25	2	96
CCCNC(=O)CSC1=N/C(=C/c2ccc(F)cc2)C(=O)N1CC	·	92	-6	-4	11	2	-0.2	-11	0	94
CC1CCN(C(=O)CSc2nnc(Cc3ccccc3)o2)CC1	-38	107	9	0	10	-3	-0.1	-51	1	95
CCOc1ccc(-c2ccc(C=O)o2)c([N+](=O)[O-])c1	·	101	6	1	4	-3	-1.0	-21	0	93
CC(=O)C1=C(O)C(=O)N(Cc2cccnc2)C1c1ccccc1Cl (stereo unspecified)	-7	96	1	-1	41	18	-0.3	-12	0	104
CCN(Cc1ccccc1)C(=O)CCc1nc(-c2ccc(C)cc2)no1	9	86	1	1	9	-4	-1.4	-25	11	82
COc1ccc(NC(=O)COC(=O)CCCc2c[nH]c3ccccc23)cc1OC	-20	91	20	0	8	-8	-2.1	-38	12	94
O=C1COc2ccc(C(=O)c3ccccc3C(=O)NCc3ccco3)cc2N1	22	99	-5	2	5	-9	-1.3	-20	2	102
Cc1nc(-c2coc3cc(OCC(=O)O)ccc3c2=O)cs1	-8	81	-3	0	10	-22	-1.7	-9	4	88
Cc1ccc(SCC(=O)NNC(=O)C2CCCCC2)cc1	-27	83	-7	·	20	-17	0.2	-24	1	102
COc1ccc(NC(C)C(=O)Nc2ccc(C#N)cc2)cc1Cl (stereo unspecified)	-12	83	-6	0	12	-6	-1.3	-37	0	70
CCCCn1c(Cc2ccccc2)nnc1SCC(=O)Nc1cc(C)on1	-11	96	-2	·	18	·	0.4	-49	5	105
CC(=O)NCCCc1c[nH]c2ccc(Cl)cc12	-35	98	-17	0	12	-14	-1.0	-54	4	99
More results:
SMILES	E-sel TNF inh	bCat KO growth	GALR2 antag	Phagocyt inh	Measles CPE	Yeast lifespan up	MRP1 act	BB579 growth dn	NPY Y2 blocker	PTEN del growth
O=S(=O)(Nc1ccc2oc(-c3ccccc3)nc2c1)c1ccccc1	-8	89	-16	2	4	-29	-2.6	2	4	87
O=S(=O)(NC1CCCC1)c1ccc(S(=O)(=O)NC2CCCC2)cc1	·	95	1	·	23	-1	-0.9	-19	0	90
C=C1C(C(=O)N2CCN(C)CC2)C1C(=O)N1CCN(C)CC1 (stereo unspecified)	·	111	1	0	10	-18	-1.1	-20	2	101
CSc1nc(C)cc(/C=C\c2ccccc2)c1C#N	-31	88	5	1	-1	1	-0.7	2	2	92
Cc1ccc(C(=O)Nc2ccc(Cl)cn2)cc1S(=O)(=O)N1CCOCC1	-4	81	-2	0	4	-14	-0.4	-10	0	73
O=C(NC1=NCCS1)c1sc2cc(Cl)cc(Cl)c2c1Cl	-2	92	4	0	24	-2	-2.8	-31	0	85
O=C(CSc1nnc(-c2cccnc2)n1CCN1CCCCC1)Nc1cccc(Cl)c1	12	90	-4	8	9	7	-2.0	-22	0	88
CCOc1cc(C#N)c(NC(=O)c2cccnc2)cc1OCC	2	17	12	·	5	-25	-4.2	-21	2	16
CCOC(=O)Cc1csc(SCc2nc3ccccc3c(=O)[nH]2)n1	10	94	-2	·	5	-30	-2.2	-29	5	109
Cc1[nH]n(-c2ccccc2)c(=O)c1C1(C(F)(F)F)C(=O)N(c2ccccc2)C2=C1C(=O)CC(C)(C)C2 (stereo unspecified)	-73	97	1	-1	13	-7	0.5	-30	5	94
COc1ccc(-c2ccc(C#N)c(OC(=O)c3c(Cl)cccc3Cl)n2)cc1	·	69	-3	0	7	-6	-3.9	-41	4	75
CCOC(=O)C(C)Oc1cccc2c(=O)n(CC(=O)N3CCc4ccccc43)ccc12 (stereo unspecified)	·	88	2	-1	8	-4	-1.2	-87	1	100
O=C(NC1(C(=O)NC2CCCC2)CCCCC1)c1ccc2c(c1)OCO2	-12	94	2	-1	4	-1	-2.1	-22	8	92
COC(=O)c1cccc(NS(C)(=O)=O)c1C	-1	83	13	·	24	-9	-0.8	-12	7	83
COc1ccc(C(=O)Nc2cc(C(F)(F)F)ccc2-n2cnc3ccccc32)cc1	31	78	6	-9	21	13	-0.7	-45	1	63
Cn1cc(C(=O)c2ccc(Cl)cc2Cl)cc1C(=O)N/N=C(\N)COc1cccc(C(F)(F)F)c1	4	5.2*	-15	-1	9	-5	-2.2	-35	-1	8
CCOC(=O)c1cc2c(n(-c3ccc(C)cc3)c1=O)CCCC2=O	-1	105	-11	0	14	-18	-2.7	-20	-3	101
CCOC(=O)c1cc(-c2nnc(-c3ccc(Cl)cc3)o2)c(C)nc1C	·	93	3	0	0	-8	-0.7	-47	3	89
COc1cc(C(=O)Nc2cccc(-c3nc4ncccc4o3)c2C)cc(OC)c1OC	4	79	-4	0	4	6	-0.6	-35	-1	92
CC(=O)Nc1cccc(Oc2ncnc3scc(-c4ccc(C(C)C)cc4)c23)c1	8	56	5	-4	60*	0	-0.6	1	-2	53
Cc1cccc(C)c1OCCCCn1cnc2ccccc2c1=O	-1	110	18	·	9	-18	-0.8	-53	4	105

Screening data as filed in PubChem BioAssay.
